Mot1-301 SUMO: blocks SUMOylation pathway, rescuing yeast Mot1-301 growth; S. cerevisiae Mot1-301 growth rescue, ATP luminescence, 38.5C; percent above DMSO median, 100 means doubled; growth rescue, % at 18.8 µM; 1% of 320,000 active;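 active means every valid replicate shows activation above 250% relative to neutral control wells; inactive means the rest, any valid replicate at or below 250%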;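 further: OY570 slx delta 5 strain wells were the positive control but not used for scaling; some compounds called inactive have numbers as strong as hits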
AddAB inh: less growth of phage-infected E. coli with AddAB | AID 435030 | E. coli expressing H. pylori AddAB, absorbance growth | inhibition, % at 11.9 µM | 0.29% of 330,000 active; in the data active means inhibition above about 12%;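 further: 0% = vehicle wells of infected cells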
Ecoli viability: reduces bacterial viability in AddAB counter-screen. inhibition, % at 11.9 µM. E. coli V3065 growth, OD600 absorbance, 18 h. 0.27% of 330,000 active. AID 449728;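 active means inhibition above the campaign's mean inhibition across all tested compounds plus 3 SD, cut at about 9.9% in these data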;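 further: uninfected addAB+ strain grown without phage in ampicillin broth; 0% = DMSO wells and 100% = ciprofloxacin 0.95 µg/ml wells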
The depositor's hits bear a star. A portion of the library. The share of hits here may be higher or lower than overall.

Molecule	Mot1-301 SUMO	AddAB inh	Ecoli viability
Cc1cc2c(cc1C)-c1nnc(-c3ccc4ccccc4n3)n1C(C)(C)C2	643.8*	1.7	1.1
CCOc1ccccc1N1CCN(C(=O)Nc2ccc(Cl)c(Cl)c2)CC1	3.9	0.2	-1.8
CCc1ccc(N2C(=O)c3cc(N4CCOCC4)c([N+](=O)[O-])cc3C2=O)cc1	7.2	4.5	0.2
CCOC(=O)c1ccccc1NC(=O)Cc1sc(-c2cccnc2)nc1-c1ccc(C)cc1	-8.3	0.6	-1.9
O=C(Cn1nc(-c2ccc3c(c2)OCCO3)ccc1=O)Nc1ccc(N2CCOCC2)cc1	-15.3	1.5	-0.5
CCCCC(CC)CNC(=O)/C=C/c1ccc(F)cc1 (centres undefined)	33.0	2.3	1.4
C#CCOCCOCCOCCNc1nc(N2CCN(C(=O)[C@H]([C@@H](C)CC)n3cc([C@@H](N)CC(C)C)nn3)CC2)nc(N2CCN(C(=O)[C@H](Cc3cc4ccccc4[nH]3)n3cc([C@@H](N)Cc4ccc(O)cc4)nn3)CC2)n1	-10.5	1.9	3.0
O=C1C(=O)N(CCc2c[nH]c3ccccc23)C(c2cccnc2)/C1=C(/O)c1ccccc1 (centres undefined)	-1.6	-0.8	0.9
CCN1CCCC1CNC(=O)c1cn(CC)c2ccc(S(=O)(=O)N3CCCCCC3)cc2c1=O (centres undefined)	6.1	-1.4	-1.4
O=C(O)C1C2C=CC(O2)C1C(=O)Nc1ccc2c(c1)OCCO2 (centres undefined)	175.6	2.1	0.1
Cc1cc(NS(=O)(=O)c2ccc(Nc3nc(-c4sc(NC(=O)c5ccccc5)nc4C)cs3)cc2)no1	-39.3	1.3	-1.2
CCC(C)[C@H]1CN=C(N)N1CC1CCCCC1 (some centres undefined)	216.1	3.2	0.0
Cc1nc(Nc2cnc(/C=C/c3cc(C(=O)Nc4cccc(C(F)(F)F)c4)ccc3C)cn2)cc(N2CCNCC2)n1	51.1	0.2	0.9
CC(C)[C@]1(c2ccc(Cl)cc2)ON(c2ccccc2C(F)(F)F)C1=O	-6.7	0.5	0.1
O=c1/c(=C/c2ccc(O)cc2)sc2nc3cc(Br)cnc3n12	2.9	5.5	1.3
C#CCOCCOCCOCCNc1nc(N2CCN(C(=O)CCCCCCCCCCNC(=O)[C@H]([C@@H](C)CC)n3cc(CCCCN=C(N)N)nn3)CC2)nc(N2CCN(C(=O)CCCCCCCCCCNC(=O)[C@H](CCCCN)n3cc(C)nn3)CC2)n1	204.0	4.0	4.3
COc1ccccc1N/C(N)=N/c1nc(CSc2nc3ccccc3s2)cc(=O)[nH]1	-4.5	0.0	-1.6
Cc1cccc(/C=N/n2c(-c3ccccn3)n[nH]c2=S)c1	-2.3	2.3	-0.2
CC(C)C1CCC(C(=O)N[C@H](Cc2ccccc2)C(=O)O)CC1 (some centres undefined)	1.4	-0.1	1.6
CC(=O)NC1C(=O)SC1(C)C (centres undefined)	-8.6	-0.8	0.8

An excerpt of these results, field by field.
mol: CCc1ccc(N2C(=O)c3cc(N4CCOCC4)c([N+](=O)[O-])cc3C2=O)cc1
- Mot1-301 SUMO: 7.2
- AddAB inh: 4.5
- Ecoli viability: 0.2

mol: CCOC(=O)c1ccccc1NC(=O)Cc1sc(-c2cccnc2)nc1-c1ccc(C)cc1
- Mot1-301 SUMO: -8.3
- AddAB inh: 0.6
- Ecoli viability: -1.9

(next part)
Molecule	Mot1-301 SUMO	AddAB inh	Ecoli viability
Cc1ccc2c(c1)-n1c(nc3cc(Cl)ccc3c1=O)C(Cc1ccccc1)NC2=O (centres undefined)	16.2	2.4	0.9
Cn1c(SCn2nnc3ccccc3c2=O)nc2ccccc2c1=O	-5.6	-0.4	0.3
Nc1ccc(Sc2cc(Cl)nc(N)n2)cc1	2.7	5.1	2.0
CCC(Sc1nc2ccccc2c2nc3ccccc3n12)C(=O)NCc1ccco1 (centres undefined)	15.7	1.1	-1.9
FC(F)(F)c1cccc(NC(=S)NNC(=S)Nc2ccc(Cl)cc2)c1	203.4	3.1	5.6
CCCCn1c(=O)c(C(=O)N/N=C/c2ccc(F)cc2)c(O)c2ccccc21	6.8	3.7	2.6
COc1ccc(C2=CC3=CC(=O)C(C)(O)C(=O)C3=CO2)cc1 (centres undefined)	-0.3	3.4	-2.0
COc1ccc(CCNC(=O)C2CCCCC2C(=O)O)cc1OC (centres undefined)	-2.3	0.3	-0.2
COc1cccc(-c2cc(C(F)(F)F)c3c(N)c(C#N)sc3n2)c1	312.2	3.6	-3.5
CC1(C)CC(=O)C2=C(C1)Nc1ccccc1N=C2	-0.1	-2.9	-3.2
CCOc1cccc2cc(-c3csc(NC(=O)CCC(=O)NCCCN4CCC(C)CC4)n3)c(=O)oc12	-0.4	0.3	-0.9
CC(CCc1ccccc1)NC(=O)/C=C/c1ccc(F)cc1 (centres undefined)	-9.0	1.1	1.9
COc1cccc(-c2nc(Oc3cc(C)cc(C)c3)c3ccccc3n2)c1O	-9.4	2.4	0.3
COc1ccc(OC)c(NS(=O)(=O)Cc2ccccc2)c1	-3.1	2.0	-3.2
C#CCOCCOCCOCCNc1nc(N2CCN(C(=O)[C@H]([C@@H](C)CC)n3cc([C@@H](N)Cc4ccc(O)cc4)nn3)CC2)nc(N2CCN(C(=O)[C@H](Cc3cc4ccccc4[nH]3)n3cc([C@@H](N)C(C)CC)nn3)CC2)n1 (some centres undefined)	4.5	3.2	-2.3
CC(C)OC(=O)CC(=O)c1sc2nc3c(cc2c1N)CN(C)CC3	-11.8	-0.8	-3.4
COc1ccc2c(c1)OCC1=C2CCC2(C)C(=O)CC=C12 (centres undefined)	350.8	4.1	2.7
CC(C)c1ccc(C(=O)NNC(=O)C2C3CCC(C3)C2C(=O)O)cc1 (centres undefined)	-14.7	2.0	0.1
O=C(/C=C/c1ccco1)Nc1nc(-c2ccc(F)c(F)c2)cs1	20.6	-1.7	0.3
COc1ccc(C(=O)CSc2nc3c(c(=O)n(C)c(=O)n3C)n2C)cc1	-11.5	3.2	-1.3

The list continues:
Every second line gives: Mot1-301 SUMO	AddAB inh	Ecoli viability
O=C(COC(=O)c1c(F)cccc1F)c1ccc[nH]1
    595.9*	2.8	-4.4
O=C(CSc1ccc(-c2cccs2)nn1)NCc1ccccc1Cl
    -4.4	1.2	0.5
COc1cccc([C@H](O)Cn2cc(-c3ccc(CON=C(C)C)cc3)nn2)c1
    0.6	4.8	1.4
CC(=O)OC[C@]12CC[C@H]3[C@@](C)(CC[C@H]4C(C)(C)CCC[C@]34C)[C@@H]1C[C@H](C1=CC(=O)O[C@@H]1OC(C)=O)O2
    101.9	0.3	-1.8
C/C(CC(=O)Nc1ccc(F)cc1F)=N\NC(=O)C(=O)N1CCCCC1
    3.0	-0.4	-1.6
CC(=O)OC[C@H]1O[C@@H](O/N=C/[C@@H](C)[C@H](OCc2ccccc2)C(C)C)[C@H](OC(C)=O)[C@@H](OC(C)=O)[C@@H]1OC(C)=O
    1.0	2.1	0.3
CC(C(=O)Nc1ccc(S(=O)(=O)N2CCCCC2)cc1)N1CCN(c2ccccn2)CC1 (centres undefined)
    17.9	4.1	0.2
CC1(C)Cc2nc3sc(C(=O)O)c(N)c3cc2CS1
    9.7	-0.3	-0.4
COc1ccc(C(=O)CC(c2ccccc2)S(=O)(=O)c2ccc(C)cc2)cc1 (centres undefined)
    -2.3	2.7	-2.1
COc1ccc(S(=O)(=O)CCC(=O)Nc2cccc(OC)c2)cc1
    -1.0	1.4	0.8
O=Cc1ccc(OC(=O)Cc2ccc(F)cc2)cc1
    13.8	2.8	1.1
COCCN1C(=S)N[C@@H](c2cccc(F)c2)C(C(=O)OC)=C1C
    -14.9	2.9	-0.5
COc1ccc2c(c1)O[C@H](c1ccc3c(c1)OCO3)[C@@H](OC(=O)Nc1cc(OC)c(OC)c(OC)c1)C2=O
    1.2	1.4	-0.4
Nc1c(C(=O)Nn2cnnc2)cc([N+](=O)[O-])cc1[N+](=O)[O-]
    11.0	1.6	-1.9
CCn1c(SCC(=O)N=Nc2c(O)[nH]c3ccccc23)nnc1-c1ccc(C(C)(C)C)cc1
    5.4	1.3	-1.4
Cc1cccc(NC(=O)CSc2nc3[nH]ncc3c(=O)n2-c2ccccc2)c1
    -9.8	5.6	-0.7
Cc1cccc(CCNC(=O)c2cc(=O)[nH]c3ccc(Br)cc23)c1
    5.4	-1.2	-0.8
COc1ccc(C2CC(C(F)(F)F)n3nc(C(=O)Nc4c(C)n(C)n(-c5ccccc5)c4=O)c(Cl)c3N2)cc1 (centres undefined)
    -21.0	5.6	0.7
COC(=O)c1nc(NC(C)=O)n[nH]1
    -35.7	2.4	1.2
CCOc1cc(NC(=O)c2cnccn2)c(OCC)cc1NC(=O)c1cccc(F)c1
    218.1	4.0	-2.0

Entries above that bear a hit mark in Mot1-301 SUMO.
Structure	Mot1-301 SUMO	AddAB inh
Cc1cc2c(cc1C)-c1nnc(-c3ccc4ccccc4n3)n1C(C)(C)C2	643.8*	1.7
O=C(COC(=O)c1c(F)cccc1F)c1ccc[nH]1	595.9*	2.8

Additional results follow.
Every second line gives: Mot1-301 SUMO	AddAB inh	Ecoli viability
O=C(COC(=O)c1ccncc1)Nc1cc(Cl)c(Cl)cc1Cl
    4.4	-0.3	0.2
O=c1c2c3c(sc2nc2sc(CN4CCCCC4)cn12)CCCC3
    535.6	1.6	-2.5
CC(=O)OCCN1C(=O)c2cccc3cc([N+](=O)[O-])cc(c23)C1=O
    -13.1	1.3	-3.2
CC(c1ccccc1)C(Cc1nc2ccccc2[nH]1)c1nc2ccccc2[nH]1 (centres undefined)
    -9.9	-4.8	-2.1
COc1ccc(-n2c(SCC(=O)N3CCCC3)nc3ccccc3c2=O)cc1
    9.2	3.1	0.7
C#C[C@]1(O)CC[C@H]2[C@@H]3[C@H](C)CC4=C(CCC(=O)C4)[C@H]3CC[C@@]21C
    88.6	-0.6	-0.3
COC(=O)Cn1c(=NC(=O)c2ccc([N+](=O)[O-])s2)sc2cc(Br)ccc21
    -0.2	1.8	1.0
O=C(Nc1nnc(SCc2c(Cl)cccc2Cl)s1)c1ccc2ncsc2c1
    10.4	4.3	-1.8
COc1ccc(/C=C2\SC(=S)N(NC(=O)c3ccncc3)C2=O)cc1OC
    4.8	0.8	0.2
Cc1ccc(CN2CCc3c(OCC(=O)Nc4cccc(C)c4C)cccc3C2=O)cc1
    1.0	3.2	-1.0
COC(=O)c1ccccc1NC(=O)CN1C(=O)C2CCCN2c2ncc(Cl)cc21 (centres undefined)
    6.7	0.7	-0.2
Cc1nnc(C)c2c(C)n(-c3cccc4cccnc34)c(C)c12
    10.5	1.4	2.7
CCCCC1=CC2=CC(=O)C(C)(O)C(=O)C2=CO1 (centres undefined)
    7.9	0.5	0.5
CCOC(=O)c1cc(COc2cc(Cl)cc(Cl)c2)on1
    2.9	0.7	-0.3
CCCCC1=CC2=CC(=O)C(C)(OC(=O)c3ccco3)C(=O)C2=CO1 (centres undefined)
    11.8	1.2	-0.5
CC(=O)NC(=S)c1c(N)n(Cc2ccccc2)c(=O)n(C)c1=O
    310.7	-3.4	1.5
CC(C)CCNC(=O)c1ccc(-c2ccccc2)cc1
    14.6	3.9	0.4
O=C(O)Cn1cc(F)c(=O)[nH]c1=O
    5.3	0.7	0.0
COc1ccc(-c2nncnn2)cc1
    -18.8	2.6	1.2
COc1ccc(Nc2nc(CN3CCOCC3)nc3sc4c(c23)CCC(C)C4)cc1OC (centres undefined)
    -11.2	3.2	2.4
Cc1cccc(Nc2nc(N)nc(CC(=O)CSc3ccc(Cl)cc3)n2)c1
    -7.7	-1.0	2.4
COc1cc2c(=O)n(Cc3ccccc3)c(=O)n(CC(=O)C(C)(C)C)c2cc1OC
    667.5	1.9	2.5
OCc1ccccc1N=c1ssnc1Cl
    -15.6	0.4	-0.4
Cc1cccn2c(=O)c3cc(S(=O)(=O)c4ccccc4)c(=N)n(CC4CCCO4)c3nc12 (centres undefined)
    -1.2	-0.3	-1.6
Brc1ccccc1-c1nc(-c2ccccc2)no1
    995.4	2.2	-0.9
O=C1OC2(c3ccccc31)c1cc(I)c(O)c(I)c1Oc1c2cc(I)c(O)c1I
    -17.2	-3.5	-1.6
O=P(O)(CN1CCCCCC1)C1Cc2ccccc2C1
    -12.3	1.7	-2.3
Brc1ccc(Nc2nc3ccccc3n3nnnc23)cc1
    -1.8	1.0	-1.3
Cc1cc(NC(=O)CSc2nc3cc(Cl)ccc3c(=O)n2CC(C)C)no1
    14.1	0.5	-2.6
COc1ccc(CCNc2cc(N3CCN(C(=O)c4ccc(C)cc4)CC3)ccc2[N+](=O)[O-])cc1OC
    250.1	-0.2	0.1
Cc1nccn1-c1c2c(c(C#N)c3nc4ccccc4n13)CCC2
    -4.2	4.5	-2.4
COc1ccc(-c2csc(/C(C#N)=C\c3cccc([N+](=O)[O-])c3)n2)cc1
    1.7	1.6	0.0
C/C(=N\NC(=O)C1CC1)c1cccc(NC(=O)c2cccc(Cl)c2)c1
    9.1	6.1	2.1
CN(C)CCCN=Cc1c(O)n(Cc2ccc3c(c2)OCO3)c(=O)c2ccccc12
    8.4	-2.0	-2.8
C#CCOCCOCCOCCNc1nc(N2CCN(C(=O)[C@H]([C@@H](C)CC)n3cc(CCCN=C(N)N)nn3)CC2)nc(N2CCN(C(=O)[C@H](C)n3cc(CCCN=C(N)N)nn3)CC2)n1
    -3.3	2.1	-3.4

Bioassay records (PubChem)
